# Screening data deposited in PubChem BioAssay by several laboratories.
# E coli Lon inh: E. coli protease La inhibition; P0A9M0; purified E. coli Lon protease, fluorescence polarization; inhibition, % at 7.94 µM; 360,000 tested, 0.42% active; AID 602123; in the data active means inhibition above about 13%, passing the limit was not always enough;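 further: 0% = enzyme with probe and DMSO and 100% = no enzyme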
# FAS TE block: inhibitors of human fatty acid synthase thioesterase domain; AID 602261; P49327; 360,000 tested, 0.67% active; recombinant FAS-TE, OMFH fluorogenic substrate, fluorescence endpoint; inhibition, % at 15 µM;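 active means compounds whose normalised, plate-corrected inhibition of enzyme fluorescence in the single-dose primary screen is 50% or more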;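 further: 0% = DMSO with enzyme and 100% = substrate without enzyme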
# CendR NRP1 mod: NRP-1/CendR interaction modulation. 360,000 tested, 0.85% active. AID 602438. FAM-RPARPAR peptide binding to NRP-1, fluorescence polarization. O14786. inhibition, % at 25 µM;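 active means inhibition or corrected inhibition above about 18%, plus a signal ratio from 0.5 to 1.5, limit read from the data, passing the limit was not always enough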; further: strong numbers were not always called active
# MsrA act: bovine methionine sulfoxide reductase A activation; activation, % at 10.6 µM; purified bovine MsrA, absorbance read-out; 360,000 tested, 0.3% active; in the data active means activation above about 7.5%;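 further: 0% = vehicle and 100% = reference activator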
# PABP1 MLLE inh: blocks PAM2 peptide binding to the PABP1 MLLE domain. inhibition, % at 20 µM. GST-MLLE / FITC-PAM2 fluorescence polarization. AID 588489. 360,000 tested, 0.36% active; in the data active means inhibition above about 35%, passing the limit was not always enough;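 further: plate controls were DMSO wells with GST-MLLE for no effect and wells lacking GST-MLLE protein for full effect; some results filed as inactive read as strong as hits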
# Target sequence (P11940 whole entry, looked up, the tested form may be a part): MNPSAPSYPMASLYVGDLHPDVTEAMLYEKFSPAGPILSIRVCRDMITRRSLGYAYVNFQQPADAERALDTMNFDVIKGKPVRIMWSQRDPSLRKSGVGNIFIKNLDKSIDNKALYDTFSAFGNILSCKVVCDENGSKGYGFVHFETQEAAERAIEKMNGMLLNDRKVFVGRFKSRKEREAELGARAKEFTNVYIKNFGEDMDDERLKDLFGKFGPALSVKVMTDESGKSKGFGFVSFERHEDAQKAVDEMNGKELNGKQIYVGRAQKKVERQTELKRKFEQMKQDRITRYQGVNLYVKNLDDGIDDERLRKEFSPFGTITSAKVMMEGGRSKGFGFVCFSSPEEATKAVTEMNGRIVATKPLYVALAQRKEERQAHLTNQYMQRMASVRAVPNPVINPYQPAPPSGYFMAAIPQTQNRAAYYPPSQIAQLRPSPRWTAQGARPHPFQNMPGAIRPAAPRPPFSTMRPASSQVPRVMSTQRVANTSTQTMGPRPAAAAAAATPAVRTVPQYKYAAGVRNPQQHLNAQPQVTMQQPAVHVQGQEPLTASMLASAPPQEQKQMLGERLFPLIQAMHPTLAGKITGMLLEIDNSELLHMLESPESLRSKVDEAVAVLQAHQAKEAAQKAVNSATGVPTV
# SKN-1 block: inhibitors of C. elegans SKN-1. C. elegans VP596 Pgst-4::GFP/RFP ratio, acrylamide-induced, 24 h. inhibition, % at 21.8 µM. 360,000 tested, 0.49% active;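 active means interference check ratio from 0.5 to 1.5 plus GFP to RFP signal ratio inhibition reaching or exceeding a fixed threshold, cut at about 30% in these data, passing the limit was not always enough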; further: some compounds called inactive have numbers as strong as hits
# MT1-MMP act inh: inhibitors of human MT1-MMP activation. GFP/RFP ratio change, % at 20 µM. HT1080 RFP-PRO-GFP cells, GFP/RFP ratio fluorescence, overnight; percent of plate control window, DMSO zero. P50281. 360,000 tested, 0.061% active;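 active means GFP/RFP ratio change of at least 30% with cell ATP level not reduced by more than half and red fluorescence within 50% of control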; further: strong numbers were not always called active
#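 Assay system: HT1080 RFP-PRO-GFP cells. Benchmarks: DMSO vehicle wells and RFP-L50D-GFP reporter cell wells. Times: overnight cell settling, then overnight compound exposure, 37 °C, 5% CO2. Compound: 20 µM single dose, 1% DMSO. Read-out basis: GFP/RFP fluorescence ratio.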
# TbMetRS inhib: Trypanosoma brucei MetRS inhibition; inhibition, % at 11.9 µM; purified T. brucei MetRS, ATP depletion, Kinase-Glo luminescence; 360,000 tested, 0.4% active;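 active means inhibition above a per-plate cutoff of the control wells' mean inhibition plus 3 SD, cut at about 5.5% in these data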;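 further: 0% = DMSO wells median and 100% = median of wells with control inhibitor compound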
#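 Measured by: Kinase-Glo luciferase luminescence reporting remaining unconsumed ATP. Material: purified T. brucei MetRS enzyme. Doses: 11.9 µM compound single dose, 0.9% DMSO. Medium: HEPES buffer containing pyrophosphatase, BSA, spermine, DTT. Times: 15 min preincubation, 2 h reaction, all 25 °C. Reagent: methionine, ATP and bulk E. coli tRNA.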
# MsrA inhibitor: bovine MsrA inhibition; purified bovine MsrA, absorbance read-out; inhibition, % at 15.5 µM; 360,000 tested, 0.75% active; AID 651718; in the data active means inhibition above about 4.5%;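 further: 0% = vehicle wells with enzyme and 100% = reference inhibitor wells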
# * = called active by the depositor; x = not tested or not shown.
SMILES,SKN-1 block,E coli Lon inh,FAS TE block,MsrA act,CendR NRP1 mod,TbMetRS inhib,MsrA inhibitor,PABP1 MLLE inh,MT1-MMP act inh
COc1ccc(N(C(=O)c2ccncc2)S(=O)(=O)c2cccc([N+](=O)[O-])c2)cc1,4,7,18,-3,19*,-0.4,1.0,6,-1
Cc1ccc(C(=O)NCc2nnc(SCC(=O)Nc3ccccc3)n2C)cc1,-5,-8,-6,-6,3,-0.1,-0.8,21,2
O=C(CCNC(=O)C1CCN(S(=O)(=O)c2ccc(F)cc2)CC1)NCc1ccncc1,18,3,-4,-3,12,0.2,0.6,-5,-2
COc1ccc(Cl)cc1Nc1nc(N)nc(C(F)(F)F)n1,15,-3,10,-1,4,0.7,1.7,2,-4
CCCc1cc(C(=O)Nc2cc(OC)ccc2OC)cs1,-2,-4,17,-8,-12,-0.7,0.5,4,-5
COCCc1ncc(CN2CCCCC2C(=O)Nc2ccc(Oc3ccccc3)nc2)cn1 (centres undefined),-6,11,-9,-2,10,-0.5,0.0,10,2
COC(=O)c1ccc(Oc2ccc(C(F)(F)F)cn2)cc1,3,-3,4,-9,6,-0.4,-1.2,3,3
CCOC(=O)N1CCN(c2cc(=O)n(-c3ccc(OC)cc3)c(=O)[nH]2)CC1,-12,-1,-3,-2,-12,-0.3,-1.9,4,-4
COC(=O)c1cn(NC(=O)c2ccc(OC)c([N+](=O)[O-])c2)c(=O)c2ccccc12,-1,-8,13,-4,-13,1.2,0.8,-3,2
O=C(Cn1nnc(-c2ccncc2)n1)NCCc1ccccc1,7,-3,-8,-4,-18,-0.5,-0.8,-6,-10
Cc1c(Cl)cccc1-n1c(-c2cccnc2)n[nH]c1=S,2,-2,-6,1,2,-0.7,4.0,-27,3
COc1ccc2[nH]c3c(N4CCN(Cc5ccc6c(c5)OCO6)CC4)ncnc3c2c1,1,-4,8,-5,-8,3.3,1.6,-2,11
Cc1c(C(=O)N2CCCCCC2)c(S(=O)(=O)Nc2cccc(F)c2)c(C)n1C,13,2,-4,-2,2,-0.3,-0.7,8,-2
CCOP(=O)(OCC)C(NC(=O)Nc1ccc(Cl)c(Cl)c1)C(N)=O (centres undefined),6,3,-9,-3,-3,-0.1,-1.8,-4,-5
Cc1ccc(CNS(=O)(=O)N(C)C)cc1,-3,2,-4,-3,9,0.0,-1.4,-12,4
CCCn1c(SCC(=O)N2CCCC2)nc2c1c(=O)n(C)c(=O)n2C,-14,9,-6,0,3,0.1,-0.6,-5,-1
O=C1NC(c2cccc(OCc3ccccc3)c2)Nc2ccccc21 (centres undefined),7,4,2,-3,-4,-0.3,-0.6,14,15
OCC(O)C(O)C(O)c1cnn(-c2ccccc2)n1 (centres undefined),-9,-8,-7,-1,4,-0.2,-1.4,9,-1
CC1(C)Cc2c(sc(NC(=O)c3ccccc3Cl)c2C(=O)O)CO1,-5,-2,-4,-4,5,-0.3,1.5,8,3
O=C(CCC(=O)N1CCOCC1)NCCc1ccc(F)cc1,-17,4,-7,-8,10,-0.4,-0.2,-4,-3
CN(C)c1ccc(C(c2nnnn2CCOC(=O)Nc2ccc(Cl)cc2)N2CCOCC2)cc1 (centres undefined),9,-6,9,-11,2,1.6,0.4,-3,-1
CC(=O)Nc1ccc(NC(=O)c2ccccc2Nc2ccccc2)cc1,10,0,8,-1,0,0.1,-0.9,0,2
O=C(COC(=O)C1COc2ccccc2O1)Nc1cccc(S(=O)(=O)N2CCCCC2)c1 (centres undefined),-5,3,-6,-8,6,-0.6,0.0,-9,0
CCOCCCNC(=O)c1ccc(OC2CCN(C(C)=O)CC2)c(OC)c1,-7,0,-3,-7,4,-0.2,-0.4,-15,6
CN(C)C(=O)N1CCN(S(=O)(=O)c2ccc3ccccc3c2)CC1,16,-14,-5,-12,5,-1.2,-1.0,-4,7
O=c1cccc2c1c1cc[nH]c3ccc(=O)n2c31,-4,12,-1,-3,5,0.1,1.2,10,-51
COc1cc(/C=c2\sc3nc(=O)c(-c4ccccc4)nn3c2=O)ccc1OCCC(C)C,-8,1,-35,-2,40*,0.0,-0.8,52,-55
O=C(Nc1nccs1)C1CCCN1S(=O)(=O)c1cccc2cccnc12 (centres undefined),-2,-3,-1,0,2,0.6,1.7,3,0
O=C1Nc2ccccc2N(O)N1c1cc(-c2ccccc2Cl)no1,18,0,-5,1,-7,0.7,2.2,7,-2
O=C(NCc1ccco1)C(=O)NCC1OCCCN1S(=O)(=O)c1ccccc1 (centres undefined),-6,-11,-13,-3,-5,-0.3,-0.7,17,0
COc1ccc(NC(=O)C2Cc3ccccc3CN2C(=O)c2ccco2)cc1 (centres undefined),0,2,-2,-10,1,-0.9,0.0,-3,-1
COc1ccc(-c2cc(C(F)F)n3ncc(C(=O)N4CCSCC4)c3n2)cc1,2,1,4,-7,8,-1.4,2.3,6,-2
O=C(/C=C/c1ccc2c(c1)OCO2)c1ccc[nH]1,3,5,-3,-11,-5,-1.4,1.4,-8,-2
CCOC(=O)c1c(NC(=O)CN2CCN(c3cccc(Cl)c3)CC2)sc(C)c1C,5,3,-2,-8,5,-1.3,1.7,-7,1
CCOc1ccc(CCN2C(=O)C(=O)N([C@@H](Cc3ccc(O)cc3)CN3CCC[C@H]3CN3C(=O)C(=O)NC[C@@H]3Cc3ccccc3)C[C@@H]2Cc2ccc(O)cc2)cc1,7,-4,4,-11,-13,-0.7,-0.1,x,-2
Cc1ccc(NC(=O)CN2CCN(Cc3ccccc3)CC2)c(Br)c1,23,-2,10,1,13,0.7,-0.7,-3,-4
O=C(Nc1c2c(nn1-c1ccccc1)CS(=O)C2)c1ccc(S(=O)(=O)N2CCOCC2)cc1 (centres undefined),11,1,-4,-3,-1,-0.2,-0.8,-15,-1
CCCn1c(NCc2cccs2)nc2ccccc21,6,6,-2,0,3,0.4,-0.3,5,1
Cc1cccc(-n2nc(C(=O)c3ccco3)cc(-c3nc4ccccc4[nH]3)c2=N)c1,-3,-5,26,-15,-11,-0.4,2.5,-16,-16
Clc1ccc(C2CC(c3cccs3)n3ncnc3N2)c(Cl)c1 (centres undefined),-4,-5,-4,-7,-7,0.8,0.5,-15,-1
Cc1cccc2c1CC(C)(C)N=C2C1=C(O)CCCC1=O,11,1,-2,0,10,-0.8,1.0,5,-1
O=C(Nc1cccc([N+](=O)[O-])c1)N1CCN(c2ccccc2)CC1,20,-3,48,0,2,-0.2,1.0,1,8
Cn1c(CNC(=O)C2CCCCC2)cc2cc(Cl)ccc21,6,-1,-3,-1,-3,-0.6,0.5,6,0
CNC(=S)N(C)/N=C1/C(=O)N(Cc2c(Cl)cccc2Cl)c2ccccc21,-7,-3,44,-1,-3,-0.1,0.5,-65,-2
COc1ccc(Br)cc1C(=O)Nc1ccccc1N1CCN(C(=O)c2ccccc2)CC1,17,7,34,-13,16,-0.5,0.9,4,-9
CCOc1ccc(S(=O)(=O)NCc2ccccn2)c(C)c1C,10,-3,-5,-3,-6,-0.4,-0.7,-10,-1
O=C(CSc1nnc(-c2ccccc2)o1)c1nnc(-c2ccccc2)o1,15,-16,0,5,-40,-0.2,-0.2,-61,-9
CC(C)CN(Cc1cc(=O)oc2cc3c(cc12)CCCC3)CC(C)C,4,-3,22,0,0,-0.1,-0.6,-7,-3
CCCCCCSC1=C(C#N)C(c2ccc(C)o2)CC(=O)N1 (centres undefined),10,-1,13,1,-25,-0.2,0.9,-22,1
COc1ccc(-c2cccc([C@H]3[C@@H]4C=CC[C@@H](C)[C@@H]4C(=O)N3Cc3ccccc3)c2)cc1,-1,-1,22,0,0,0.3,1.7,6,-15

# Two compounds from above, showing only MT1-MMP act inh and SKN-1 block.
canonical_smiles	MT1-MMP act inh	SKN-1 block
O=C(CSc1nnc(-c2ccccc2)o1)c1nnc(-c2ccccc2)o1	-9	15
CC(C)CN(Cc1cc(=O)oc2cc3c(cc12)CCCC3)CC(C)C	-3	4

# New compounds follow
SMILES,SKN-1 block,E coli Lon inh,FAS TE block,MsrA act,CendR NRP1 mod,TbMetRS inhib,MsrA inhibitor,PABP1 MLLE inh,MT1-MMP act inh
COc1cccc(NC(=O)CCNS(=O)(=O)c2cccc3nsnc23)c1,0,-8,-6,-6,-8,-1.5,2.3,1,1
COc1ccc2oc(C(=O)N(Cc3ccco3)Cc3cccs3)c(C)c2c1,19,0,29,-1,-14,0.1,-1.2,-19,-4
CCc1nn(CC(=O)NCCCN(CC)CC)c(=O)c2cc3sc(C)cc3n12,-24,6,-9,-5,-8,-0.2,0.9,31,1
Cc1ccc(CNc2nc3c([nH]2)c(=O)n(C)c(=O)n3C)cc1,-3,-2,-4,-4,6,-0.8,0.6,-1,0
O=C(NCCCc1nc2ccccc2[nH]1)c1ccco1,14,-7,-5,-2,2,-0.2,-0.8,-8,-2
Cc1ccc(NS(=O)(=O)c2ccc(-c3ccc(=O)[nH]n3)o2)cc1,8,-9,-7,-3,0,-0.3,1.1,-9,7
COc1cc(SC)ccc1C(=O)Nc1nc2ccccc2[nH]1,0,5,-2,0,13,-7.5,2.1,-9,-16
CCOc1ccc(NC(=S)N2CCCN(Cc3cc(C)ccc3C)C2)cc1,-1,2,6,-6,-3,-0.5,-0.2,-40,1
COc1ccc(-c2cc3ccccc3nc2N)cc1OC,-8,-4,-5,-7,4,0.4,3.5,6,3
Cc1cccc(/C=N/NC(=O)c2cccc(Cl)c2)n1,-4,2,0,-3,8,-0.2,1.3,-5,4
Cc1onc(-c2c(F)cccc2Cl)c1C(=O)NC1CCCCCC1,0,-3,0,-2,11,-0.5,-0.7,2,-2
CC1(C(=O)NCc2ccccc2)CN(S(C)(=O)=O)CC(=O)N1CCc1ccccc1 (centres undefined),6,x,x,x,-10,0.1,-0.7,x,1
CCCCCc1ccc(-c2cn(CCc3c[nH]c4ccccc34)nn2)cc1,18,9,12,-3,9,-0.3,0.8,-4,3
COC(=O)C1=C(C)N(CCCC(=O)O)C(=O)NC1c1ccc(-c2ccccc2)cc1 (centres undefined),6,-16,-4,-1,30*,-0.2,2.6,-2,9
Cc1ccc(-n2c(C)cc(/C=C(\C#N)C(=O)NCC3CCCO3)c2C)cc1 (centres undefined),2,4,9,-9,-2,-0.5,1.9,4,-7
COc1cccc(-c2nc(CN3CCN(C(=O)c4ccco4)CC3)c(C)o2)c1OC,25,-2,-5,2,-1,-0.1,2.2,7,3
Cc1ccccc1-c1nc(CS(=O)(=O)CC(=O)N2CCc3ccccc3C2)c(C)o1,1,4,10,-1,1,0.3,-0.2,3,-1
CCN(Cc1nc(-c2ccccc2)no1)C(=O)c1ccc2c(c1)OCO2,-5,9,9,-4,1,-0.7,-0.4,-5,-1
Cn1c(=O)c2sccc2n2c(CCCC(=O)NCc3cccnc3)nnc12,22,-2,-8,-7,12,-0.7,1.3,-5,0
O=C(N/C(=C/c1cccnc1)C(=O)N1CCOCC1)c1ccccc1Br,1,-8,-3,-1,0,-0.6,-1.2,22,-1
